# D2 potentiator: positively modulates the human D2 dopamine receptor allosterically; HEK293 T-REx D2, calcium flux, EC20 dopamine potentiation; potentiation, % at 10 µM; 0.34% of 340,000 active;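 active = potentiation over 3 SD above the plate norm, cut at about 30% in these data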; note: 0% is about no effect
# Target sequence (P14416 whole entry, looked up): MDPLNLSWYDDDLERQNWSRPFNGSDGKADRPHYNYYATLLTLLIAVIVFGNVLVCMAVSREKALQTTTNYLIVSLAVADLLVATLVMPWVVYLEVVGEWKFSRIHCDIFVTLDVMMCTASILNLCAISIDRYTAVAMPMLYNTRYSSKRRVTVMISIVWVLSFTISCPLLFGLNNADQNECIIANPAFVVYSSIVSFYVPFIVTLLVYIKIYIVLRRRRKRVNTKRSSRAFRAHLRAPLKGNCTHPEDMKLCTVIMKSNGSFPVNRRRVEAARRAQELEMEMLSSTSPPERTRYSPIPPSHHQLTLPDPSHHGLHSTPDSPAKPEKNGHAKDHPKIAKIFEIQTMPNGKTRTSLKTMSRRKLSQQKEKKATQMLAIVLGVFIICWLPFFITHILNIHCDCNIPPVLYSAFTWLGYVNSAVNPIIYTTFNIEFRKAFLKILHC
#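 Primary screen. Calcium kinetics in induced HEK293 T-REx D2 cells: compound pre-addition 180 s, EC20 dopamine, 180 s more.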
# Vif-A3G inh: inhibitors of Vif-APOBEC3G interaction; Q9HC16; Potency, µM (series often up to 46.1 µM), inactives show at the top dose activity, negative = active, usual class: inhibitors; HeLa A3G-eYFP + Vif (tagged APOBEC3G with the HIV-1 protein that degrades it), YFP fluorescence, overnight; 0.076% of 410,000 active;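 note: potency is the fitted concentration of half-maximal effect; % is set by controls: 0 for no effect and ±100 for the full control effect; nearly all actives have a fitted effect of over 60% in size; hits raise eYFP signal because A3G escapes Vif-driven loss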
#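 HeLa cells stably expressing Vif and C-terminally eYFP-tagged A3G, seeded overnight at 37 deg C, then exposed to compound by pintool overnight at 37 deg C. Rise in yellow fluorescence (Ex 488/Em 500-530, Acumen) marks blocked Vif-driven A3G degradation.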
# D1 agonist: human D1 receptor agonism | HEK293 T-REx D1 cells, calcium flux, agonist mode | activation, % at 2 µM | 1% of 360,000 active; in the data active = activation above about 30%; note: 0% is about no effect
# Target sequence (P21728 whole entry, looked up): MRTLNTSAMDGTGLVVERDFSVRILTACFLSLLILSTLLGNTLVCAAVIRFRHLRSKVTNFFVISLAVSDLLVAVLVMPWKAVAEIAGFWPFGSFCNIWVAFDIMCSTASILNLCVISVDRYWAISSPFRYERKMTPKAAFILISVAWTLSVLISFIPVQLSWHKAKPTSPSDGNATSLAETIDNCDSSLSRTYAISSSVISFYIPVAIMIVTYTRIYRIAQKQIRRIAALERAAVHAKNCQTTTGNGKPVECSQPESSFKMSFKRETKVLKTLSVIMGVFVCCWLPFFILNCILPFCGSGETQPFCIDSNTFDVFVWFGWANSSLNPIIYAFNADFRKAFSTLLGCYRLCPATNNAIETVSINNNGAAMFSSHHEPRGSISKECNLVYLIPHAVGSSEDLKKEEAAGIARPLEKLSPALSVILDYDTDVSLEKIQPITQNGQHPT
#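 Inducible HEK293 T-REx D1 cells, force-coupled to calcium signalling, were plated at 4000 cells/well with tetracycline and held overnight at 30 C. After no-wash calcium dye loading, compound-evoked calcium rise over 180 s flagged agonists.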
# D1 antag: human D1 dopamine receptor antagonism; P21728; AID 504652; HEK293 TREx D1 cells, calcium flux, dopamine EC80; hits give low values; activity change, negative = inhibition, % at 10 µM; 3.2% of 360,000 active; in the data active = activity change below about -30%; note: % is set by controls: 0 for no effect and ±100 for the full control effect
#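 Cells carrying a force-coupled, tetracycline-inducible human D1 receptor report calcium flux. Each well gets a 10 s baseline, compound with 180 s monitoring, then an EC80 dopamine stimulus with a second 180 s kinetic read.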
# D1 PAM: potentiators of human D1 dopamine receptor | P21728 | potentiation, % at 10 µM | HEK293 TREx D1 cells, calcium flux, dopamine EC20 potentiation | 0.036% of 360,000 active; in the data active = potentiation above about 30%; note: 0% is about no effect
# RXFP1 agonist: activates the human relaxin receptor RXFP1. Q9HBX9. HEK293T-RXFP1 cAMP TR-FRET, 30 min; response scale: percent of porcine relaxin response, buffer zero. Potency, µM (top dose mostly 57.5 µM), without a hit: at the highest dose activation, hits mostly activators. 0.3% of 370,000 active. AID 2676; note: potency is the fitted concentration of half-maximal effect; % is set by controls: 0 for no effect and ±100 for the full control effect; nearly all actives have a fitted effect of over 60% in size; many of its hits are not listed in these tables
#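 Agonist response is measured as cAMP accumulation in an RXFP1-transfected HEK293T line under PDE4 inhibition. Values are scaled between buffer-only and 29 nM porcine relaxin, and EC50s come from standard Hill equation fits.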
# RXFP1 antag: RXFP1 (human) relaxin receptor antagonism | Q9HBX9 | HEK293-RXFP1, relaxin-stimulated cAMP HTRF, 30 min; hits give low values | activity change, negative = inhibition, % at 57.5 µM | 0.59% of 350,000 active | AID 1259400;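 active = activity change of -60% or lower, but not beyond a set lower limit; inconclusive = change between -60% and -40%, or beyond the set limit; inactive = change above -40%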; note: % is set by controls: 0 for no effect and ±100 for the full control effect
# GRP78 ERSR act: inducers of ER stress response in human glioma cells; U87-MG GRP78 promoter luciferase reporter, 16 h; Potency, µM, inactives show at the highest dose activation, actives largely listed as activators; 0.02% of 420,000 active; AID 602332; note: potency is the fitted concentration of half-maximal effect; series mostly up to about 76 µM; % of control where 0% means no effect; nearly all actives have a fitted effect of over 35% in size
#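 Stably transfected U87-MG glioma cells carrying a GRP78-based luciferase sensor; 16 h compound incubation. Luminescence end-point read 10 min after Bright-Glo addition at room temperature.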
# Vif-A3F inh: inhibitors of Vif-A3F interaction; HeLa A3F-eYFP + Vif (tagged APOBEC3F with the HIV-1 protein that degrades it), YFP fluorescence increase; Potency, µM (titrated, usually from 46.1 µM), without a hit: at the top dose activity, negative = active; 0.2% of 390,000 active; note: potency is the fitted concentration of half-maximal effect; % of control where 0% means no effect; nearly all actives have a fitted effect of over 65% in size
#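 Fluorescence increase (Ex 488/Em 500-530) after overnight compound treatment at 37 deg C flags inhibition of Vif-driven A3F-eYFP loss in stable HeLa A3F-eYFP/Vif cells seeded overnight beforehand.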
# The depositor's hits bear a star; ? = inconclusive; . = not tested or not shown; & = joins results of further samples. Unless noted, calls come from the whole dose curve; as a rule, active = well fitted curve in the direction sought with a large enough effect; inconclusive = small, poorly fitted or top-dose-only effect, or another doubt; inactive = no such curve, though single readings can be large; an effect the other way counts as inactive or inconclusive. This is a subset; rates above refer to the full screens.
# Each structure is followed by: D2 potentiator	Vif-A3G inh	D1 agonist	D1 antag	D1 PAM	RXFP1 agonist	RXFP1 antag	GRP78 ERSR act	Vif-A3F inh
Cc1occc1C(=O)N1CCCC(Nc2ccc(F)c(F)c2)C1 (configuration not stated)
    -12	2%	1	-8	-2	-0.3%	10	-2%	2%
Cc1nn2c(=O)cc(COC(=O)c3cccc(NC(=O)c4ccc(F)cc4)c3)nc2s1
    -2	-24%	-2	3	0	18%	-28	-5%	3%
Cc1ccc(/C=N/NC(=O)c2cccc(S(=O)(=O)Nc3ccccc3Cl)c2)s1
    0	0%	1	-1	-11	-1.7%	1	-4%	1%
COc1ccc(N2CCN(S(=O)(=O)c3ccc(Cl)c(C(F)(F)F)c3)CC2)cc1
    5	-13%	0	0	-1	0.8%	-1	-4%	-3%
CCN(c1cc(C)cc(C)c1)S(=O)(=O)c1nnc(NC(=O)c2ccco2)s1
    -27&-3	-1%&-1%	1&7	2&5	-4&0	0.6%&-0.6%	4&-11	-6%&-3%	-4%&2%
CCOC(=O)C1=C(C)N(CCCCCC(=O)O)C(=O)NC1c1ccc([N+](=O)[O-])cc1 (configuration not stated)
    -18	2%	1	-2	-5	0.0%	.	-4%	-15%
Cc1ccc(N(C(=O)Cc2cccs2)C2C=CS(=O)(=O)C2)cc1Cl (configuration not stated)
    0	1%	1	-5	-3	-0.3%	15	-3%	-3%
COc1ccnc(N=CNOCc2ccc(C)cc2)c1C#N
    3	1%	3	2	4	5.3%	-2	-2%	-1%
CCCOc1ccccc1N1C(=O)CC(N2CCOCC2)C1=O (configuration not stated)
    11	-4%	1	-14	-5	0.1%	-2	-2%	-2%
CC(Sc1nnc(-c2cccs2)n1C1CC1)C(=O)NCC1CCCO1 (configuration not stated)
    5	-2%	0	-31*	-13	2.0%	-7	-3%	-10%
CC1CCCCC1NC(=O)CCc1nc2sc3c(c2c(=O)[nH]1)CCCC3 (configuration not stated)
    -12	-5%	5	9	5	4.9%	-23	-3%	-22%
CC(Sc1nc(NCc2ccccc2)nc(N2CCOCC2)n1)C(=O)Nc1ccccc1 (configuration not stated)
    8	1%	11	1	8	1.4%	-7	-9%	-2%
CC(=O)c1c(N2CCN(c3cccc(Cl)c3)CC2)nc(=S)n(-c2ccccc2)c1C
    .	3%	0	5	-3	2.1%	-2	-1%	1%
CCOC(=O)C1OC2(CCCC2)OC1C(=O)OCC (configuration not stated)
    .	0%	.	.	.	.	-6	-2%	8%
COc1ccc(NC(=O)CCCN2C(=O)C(c3ccccc3)Oc3cccnc32)c(OC)c1 (configuration not stated)
    15&-3	-9%&1%	2&2	-10&-4	4&-5	-1.1%&2.3%	0	-2%&-2%	1%&-6%
CCOC(=O)N1CCN(C(=O)CCNS(=O)(=O)c2ccc(C)c(C)c2)CC1
    12	-5%	2	3	-3	-0.6%	.	-7%	0%
COCCNC(=O)c1cc(C)ccc1C
    -2	-1%	1	.	-1	2.7%	-6	-4%	5%
Cc1sc(NC(=O)C2CCCC2)c(C#N)c1C
    1	1%	1	-1	-7	1.1%	.	-2%	3%
O=C(NCc1ccco1)c1cccc(S(=O)(=O)N2CCN(Cc3ccccc3)CC2)c1
    -8	1%	5	-23	-6	1.2%	-5	-1%	-6%
O=C(CSc1nc2scc(-c3ccccc3)c2c(=O)[nH]1)NCCc1ccccc1
    10	0%	6	-5	9	8.1%	-5	-6%	3%
COc1cc(NC(c2ccccc2)c2ccccc2)cc(OC)c1OC
    0	0%	4	5	-9	0.8%	-3	1%	-22%
Cc1ccc(NS(=O)(=O)c2cccc(C(=O)NNC(=O)NC3CCCCC3)c2)c(C)c1
    -5	0%	9	-3	1	0.0%	12	-6%	1%
O=C(NCc1ccccc1)N1CCOCC1
    5	-5%	3	-4	0	0.6%	2	-1%	6%
CCCC(C)C(=O)Nc1ccc(S(=O)(=O)Nc2nccs2)cc1 (configuration not stated)
    -10	4%	2	10	4	0.7%	-11	-8%	2%
Cc1cccc(C)c1OCc1nc2c3cnn(-c4cccc(F)c4)c3ncn2n1
    10	-3%	2	-8	0	-1.3%	1	-4%	-10%
CC(=O)NC(C)c1nc2ccccc2n1CC(=O)NC(C)CCc1ccccc1 (configuration not stated)
    5	2%	-2	-5	-4	-1.8%	14	-4%	4%
CCOc1ccc(NS(=O)(=O)c2cc(C(=O)N3CCCC3)ccc2Cl)cc1
    5	0%	0	-9	8	0.0%	-1	-3%	-8%
CCOC(=O)c1c(NC(=O)CSc2nc3cccnc3n2C)sc(C(C)=O)c1C
    2	-2%	1	-9	-2	15%	-2	-2%	-13%
Cc1c(Cl)cccc1NC(=O)CN1C(=O)CSc2ccc(S(=O)(=O)N3CCCC3)cc21
    -3	3%	2	-7	-5	-2.2%	-4	-2%	0%
CCOc1ccc(NC(=O)CC2C(=O)N(c3ccccc3)C(=O)N2C2CCCCC2)cc1 (configuration not stated)
    2	1%	-2	-1	-2	-0.3%	.	0%	2%

# Gathered by group, those above with an NH in an aromatic ring (two)
# Each structure is followed by: D2 potentiator	Vif-A3G inh	D1 agonist	D1 antag	D1 PAM	RXFP1 agonist	RXFP1 antag	GRP78 ERSR act	Vif-A3F inh
CC1CCCCC1NC(=O)CCc1nc2sc3c(c2c(=O)[nH]1)CCCC3 (configuration not stated)
    -12	-5%	5	9	5	4.9%	-23	-3%	-22%
O=C(CSc1nc2scc(-c3ccccc3)c2c(=O)[nH]1)NCCc1ccccc1
    10	0%	6	-5	9	8.1%	-5	-6%	3%

# Remaining list, next part.
# Each structure is followed by: D2 potentiator	Vif-A3G inh	D1 agonist	D1 antag	D1 PAM	RXFP1 agonist	RXFP1 antag	GRP78 ERSR act	Vif-A3F inh
c1cc(C(c2nnnn2C2CCCCC2)N2CCN3CCCC3C2)ccn1 (configuration not stated)
    6	1%	4	1	4	-0.3%	22	0%	2%
Cc1cc(OCC(=O)N2CCOCC2)ccc1[N+](=O)[O-]
    5	2%	2	9	0	0.0%	3	?	-9%
COc1ccccc1CN1COc2ccc3c(oc(=O)c4ccccc43)c2C1
    .	3%	20	7	-1	18µM*	-2	-5%	0%
COc1ccc(CCNC(=O)c2ccc(-c3ccc([N+](=O)[O-])cc3)o2)cc1OC
    2	0%	6	-22	-3	2.6%	4	-5%	-21%
OC(C[n+]1ccccc1)c1ccccc1 (configuration not stated)
    -2	1%	3	15	1	0.6%	7	-5%	-1%
Cc1ccccc1C(=O)Nc1sc2c(c1C(=O)N1CCCCC1)CCC(C)C2 (configuration not stated)
    -7	-2%	3	-2	0	0.3%	-8	-2%	1%
CCn1c(CN2CCN(C(=O)c3ccco3)CC2)nc2c1c(=O)n(C)c(=O)n2C
    -2	1%	1	1	4	22%	6	-4%	1%
COc1ccc(C(=O)N2CCN(c3ncccn3)CC2)cc1[N+](=O)[O-]
    6	2%	1	13	-1	2.4%	18	-2%	4%
Cc1cc(NCc2ccco2)n2ncnc2n1
    2	0%	4	-8	0	2.7%	3	-4%	-31%
Cc1ccc(S(=O)(=O)N2CCN(C(=O)c3ccnn3C)CC2)cc1C
    -6	0%	1	-34*	-5	3.7%	-5	0%	3%
O=S(=O)(Nc1ccccc1F)c1cccc(NC(=S)NCCN2CCOCC2)c1
    .	-8%	.	.	.	.	2	-7%	3%
CC(C)c1ccc(C(C)NCCS(=O)(=O)c2ccc(Br)cc2)cc1 (configuration not stated)
    -3	-1%	-1	18	-3	-1.8%	-12	-8%	-13%
O=S(=O)(c1ccc(NCCCO)nc1)N1CCOCC1
    13	0%	1	4	0	-1.6%	4	-2%	-1%
O=C(Cn1ncc2c3ccccc3n(Cc3ccccc3F)c2c1=O)NCCCc1ccccc1
    11	-6%	2	7	2	9.2%	4	-2%	-5%
O=C(NNC(=O)c1ccc(Br)s1)NC1CCCCC1
    -5	1%	6	0	-1	4.2%	-11	0%	-1%
COc1ccc2oc(C(=O)OCC(=O)N3CCN(S(=O)(=O)c4ccccc4)CC3)c(C)c2c1
    -8	2%	2	22	4	2.0%	-13	-2%	1%
COc1ccccc1CC1CC(=O)N(c2cccc(Cl)c2C)C1=O (configuration not stated)
    8	-4%	2	-16	-2	0.7%	-2	-3%	-16%
O=C(COC(=O)C1CCN(S(=O)(=O)c2cccs2)CC1)c1ccccc1
    .	0%	9	-16	3	2.6%	6	1%	4%
CCOc1ccc(S(=O)(=O)N2CCCC(C(=O)NCCN3CCOCC3)C2)cc1Cl (configuration not stated)
    11	0%	0	0	-4	2.6%	-3	-2%	-15%
CCc1ccc(CNC(=O)C2CCN(S(=O)(=O)N3CCC(C)CC3)CC2)cc1
    -13	1%	10	-18	-8	1.3%	6	-5%	-1%
COc1cccc(CNC(=O)C2CCCN(c3cnccn3)C2)c1 (configuration not stated)
    -1	-2%	2	-2	0	6.8%	6	-3%	6%
CCOc1ccc(C(=O)NC(=S)Nc2ccccc2OC)cc1[N+](=O)[O-]
    -2	-5%	5	-5	-6	2.4%	1	-3%	-13%
CCCNC(=S)NC1CC2CCC(C1)N2Cc1ccccc1 (configuration not stated)
    -6	-1%	2	10	-4	-0.4%	4	-1%	3%
COc1cc(NS(=O)(=O)c2ccc(N/C=C\C(=O)c3ccc(F)cc3)cc2)nc(OC)n1
    5	1%	0	-11	0	-1.7%	-5	-2%	7%
c1ccc2oc(CCc3nc4ccccc4o3)nc2c1
    14	0%	3	9	-3	0.5%	.	5%	1%
CSc1nc2nc3c(cc2c(=O)n1-c1ccc(C)cc1)COC(C)(C)C3
    1	-2%	0	13	10	0.1%	2	-6%	0%
O=C(COc1ncnc2ccccc12)NCCC1=CCCCC1
    -7	-8%	1	3	0	9.5%	-15	2%	-7%
CCC(C)NS(=O)(=O)c1ccc(OCC(=O)N2CCCCC2)cc1 (configuration not stated)
    7	1%	6	-4	0	-1.1%	-39	-3%	-5%
O=C(CSC1=Nc2ccccc2C2CC=NN12)NCc1ccco1 (configuration not stated)
    .	-31%	.	.	.	.	-5	-3%	1%
Cc1cc(NC(=O)c2cccc(C)c2[N+](=O)[O-])no1
    -12	0%	0	-4	-5	0.0%	9	3%	4%
O=C(O)CCC(=O)N1CCc2cc(S(=O)(=O)NC3CCCC3)ccc21
    2	2%	5	-19	0	0.2%	0	-1%	-3%
